NS3 helicase inh: inhibitors of Hepatitis C virus NS3 helicase | NS3 helicase DNA unwinding, Cy5 molecular beacon fluorescence | inhibition, % at 10.9 µM | 290,000 tested, 0.56% active;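 active means inhibition above the mean of all tested compounds plus 3 SD, set per campaign, cut at about 35% in these data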;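 further: 0% = DMSO wells and 100% = thioflavine S control wells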
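Measured by: Cy5 fluorescence, 0 and 60 min reads / Assay system: NS3 helicase fragment of HCV / Control set: low DMSO, high thioflavine S at 110 µM / Times: 1 h reaction at 25 °C, ATP-initiated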
pCIP destab: p/CIP protein destabilization; Q05BA5; F442A p/CIP-EGFP cells, EGFP fluorescence, 16 h; decrease of EGFP signal, % at 10 µM; 290,000 tested, 0.01% active; AID 1984;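 active means EGFP signal decrease of at least 30% at 10 µM or well 3 SD below plate mean, unless failing retest; inactive means the rest, including hits failing retest or dose response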; further: some compounds called inactive have numbers as strong as hits; many of its hits are not listed in these tables
CRFBP-R2 block: CRF-BP/CRF-R2 complex antagonism | inhibition, % at 11.8 µM | 350,000 tested, 0.59% active | HEK293 CRF-R2/CRF-BP, CRF-induced calcium fluorescence | AID 588475;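 active means inhibition of the ligand-induced calcium signal above about 50% at the single tested concentration, limit read from the data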
IDE cell activ: activators of human insulin-degrading enzyme in cells; HEK cells, FAbeta-B cleavage, fluorescence polarization; 0% vehicle, 100% cell-free pure enzyme wells; activation, % at 5.96 µM; 340,000 tested, 0.073% active; AID 493087;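 active means activation above the mean of all tested compounds plus 3 SD, set per screening campaign, cut at about 17% in these data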
Target sequence (P14735 whole entry, looked up): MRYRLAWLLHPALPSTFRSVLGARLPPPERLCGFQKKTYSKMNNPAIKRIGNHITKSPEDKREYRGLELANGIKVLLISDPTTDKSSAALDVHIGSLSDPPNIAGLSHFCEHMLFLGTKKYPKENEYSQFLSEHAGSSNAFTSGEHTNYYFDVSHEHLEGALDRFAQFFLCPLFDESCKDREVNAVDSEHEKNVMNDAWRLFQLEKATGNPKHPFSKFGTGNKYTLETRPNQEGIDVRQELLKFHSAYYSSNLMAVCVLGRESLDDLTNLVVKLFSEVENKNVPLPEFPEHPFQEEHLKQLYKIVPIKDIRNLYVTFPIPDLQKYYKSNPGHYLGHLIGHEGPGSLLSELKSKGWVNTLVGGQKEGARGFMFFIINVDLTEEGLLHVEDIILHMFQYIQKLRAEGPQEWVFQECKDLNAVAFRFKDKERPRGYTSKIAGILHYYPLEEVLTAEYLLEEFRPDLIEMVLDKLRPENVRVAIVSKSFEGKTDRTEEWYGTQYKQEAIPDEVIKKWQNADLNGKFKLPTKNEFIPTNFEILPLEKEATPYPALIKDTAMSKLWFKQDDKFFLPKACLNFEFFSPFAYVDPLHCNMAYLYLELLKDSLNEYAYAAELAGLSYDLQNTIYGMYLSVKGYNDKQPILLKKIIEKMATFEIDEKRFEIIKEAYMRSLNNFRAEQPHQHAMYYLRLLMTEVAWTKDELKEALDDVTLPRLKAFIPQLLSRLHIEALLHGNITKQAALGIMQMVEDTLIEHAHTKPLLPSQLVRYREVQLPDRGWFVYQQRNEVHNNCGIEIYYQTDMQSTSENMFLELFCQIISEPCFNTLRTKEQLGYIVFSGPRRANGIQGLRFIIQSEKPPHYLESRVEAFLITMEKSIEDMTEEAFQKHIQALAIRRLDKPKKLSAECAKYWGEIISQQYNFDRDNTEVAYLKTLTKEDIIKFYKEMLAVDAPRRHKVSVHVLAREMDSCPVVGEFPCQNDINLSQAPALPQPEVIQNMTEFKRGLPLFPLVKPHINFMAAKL
GalR3 antag: blocks the human galanin receptor 3. inhibition, % at 3 µM. O60755. HEK293 GalR3-CNG cAMP membrane potential fluorescence; galR3 body fused to GalR1 C-terminus. 360,000 tested, 0.44% active;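 active means inhibition above the screen-wide average plus 3 SD, cut at about 13% in these data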;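 further: forskolin and galanin both at EC90 stimulate the cells; cAMP rise reported by CNG channel membrane potential dye signal; 0% = forskolin plus galanin with DMSO and 100% = forskolin alone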
VIM-2 inhibitor: inhibitors of Pseudomonas aeruginosa VIM-2 metallo-beta-lactamase. inhibition, % at 5.6 µM. purified VIM-2, nitrocefin hydrolysis, epi-absorbance fluorescence. 290,000 tested, 0.89% active. AID 1527;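 active means inhibition above the mean of all tested compounds plus 3 SD, cutoff set per screening run, cut at about 7.5% in these data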;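 further: red hydrolysis product quenches plate fluorescence so inhibitors raise well fluorescence; 0% = enzyme with DMSO and 100% = DMSO without enzyme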
IMP-1 inh: inhibitors of Pseudomonas aeruginosa IMP-1 metallo-beta-lactamase. 290,000 tested, 0.45% active. AID 1556. inhibition, % at 5.6 µM. purified IMP-1, nitrocefin hydrolysis, epi-absorbance fluorescence;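 active means inhibition above the mean plus 3 SD of all compounds in the same screening run, cut at about 4.5% in these data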;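 further: 0% = IMP-1 with DMSO and 100% = DMSO wells lacking enzyme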
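Assay system: purified recombinant IMP-1 beta-lactamase. Input: IMP-1 0.2 nM before substrate addition. Buffer or medium: Zinc- and detergent-supplemented HEPES buffer, pH 7.1. Schedule: 25 °C, 15 min preincubation, 25 min reaction. Signal: Epi-absorbance fluorescence, 480 nm excitation, 530 nm emission. Evaluation: percent inhibition from optical density relative to buffer-blank wells.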
IDE inh: inhibitors of human insulin-degrading enzyme in cells; HEK cells, FAbetaB cleavage, fluorescence polarization; inhibition, % at 5.59 µM; 320,000 tested, 0.41% active; AID 434962;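 active means percent inhibition above the average of all tested compounds plus 3 SD, set per screening campaign, cut at about 16% in these data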;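 further: IDE supplied by intact live HEK cells; FP after avidin binding of uncleaved biotin substrate so inhibition keeps polarization high; 0% = DMSO wells and 100% = 60 µM reference IDE inhibitor Ii1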
SUMO HTRF inh: blocks human SUMOylation mediated by UBC9; P63279; inhibition, % at 35 µM; HTRF SUMOylation assay, SAE1/SAE2 + UBC9, in vitro; AID 2006; 290,000 tested, 0.36% active; in the data active means inhibition above about 50%, passing the limit was not always enough; further: strong numbers were not always called active
An asterisk follows results filed as active; nt = no result given.

Molecule	NS3 helicase inh	CRFBP-R2 block	IDE inh	IDE cell activ	VIM-2 inhibitor	GalR3 antag	SUMO HTRF inh	pCIP destab	IMP-1 inh
COc1cccc(CNC(=O)C2CCC(CNS(=O)(=O)c3cccc4nsnc34)CC2)c1 (stereo unspecified)	-5.7	10.9	1.9	5.2	-5.1	-0.3	-11.7	-6.9	-3.9
CC(C)N1C(=O)CCC1C(=O)N1CCC(Cc2ccccc2)CC1 (stereo unspecified)	9.1	-24.7	6.2	6.3	-0.5	5.5	-6.5	-3.6	0.0
O=C(Cc1ccc(F)cc1)Nc1c2c(nn1-c1cccc(Cl)c1)CS(=O)C2 (stereo unspecified)	-2.1	-14.3	3.2	2.4	-1.1	-4.2	-0.6	0.8	-1.4
CCOc1ccc(CCNC(=O)COc2cccc(-n3cnnn3)c2)cc1OCC	nt	1.2	6.4	0.0	nt	-2.2	nt	nt	nt
CCCCNC(=S)NNC(=O)C1=NN(c2cc(C)ccc2C)C(=O)CC1	10.2	9.5	-4.9	-0.2	-3.3	-3.3	-0.4	0.9	-1.9
CCCCN(C)C(=O)c1cc2cc([N+](=O)[O-])cc(OC)c2oc1=O	-5.3	3.6	-2.1	5.0	-2.1	21.6*	20.5	-1.0	-3.3
O=C(NCCCC(=O)N1CCCCC1)c1ccc(Cl)cc1	4.2	-0.5	nt	1.5	-0.4	-2.0	9.7	-1.6	0.7
CCOC(=O)c1ccc(N=C2SC(C(=O)NCCc3ccccc3)CC(=O)N2C)cc1 (stereo unspecified)	3.4	-5.2	0.9	-1.0	-4.1	-3.7	1.9	-13.9	-2.0
Nc1nc2ccc(C(=O)Nc3ccc(N4CCOCC4)cc3)cc2s1	nt	2.2	0.0	4.0	nt	-5.8	nt	nt	nt
Cc1cc(=O)[nH]c(Nc2c(C)n(C)n(-c3ccccc3)c2=O)n1	3.8	-2.0	2.2	6.1	1.2	-1.0	4.9	0.7	-1.9
C=CCn1c(SCC(=O)NC)nnc1C12CC3CC(CC(C3)C1)C2	12.8	2.5	3.8	7.2	-4.0	-12.0	11.4	-16.4	-4.9
CC(=O)Nc1ccc(Nc2c([N+](=O)[O-])c(=O)n(-c3ccccc3)c3ccccc23)cc1	-9.1	-4.4	0.2	3.2	-1.4	1.2	18.4	-14.0	-3.1
CCCCN(C)CCCNC(=O)C1(O)c2ccccc2NC(=O)N1c1ccc(Cl)cc1 (stereo unspecified)	1.5	-2.6	-1.5	-1.9	-0.9	-8.1	16.3	-11.0	-1.6
CCCC(c1nnnn1CC(=O)OCC)N(Cc1cc2c(C)cc(C)cc2[nH]c1=O)C1CCCC1 (stereo unspecified)	0.8	-1.5	0.0	-2.5	-1.2	0.4	24.6	-0.6	-2.0
COc1ccccc1-c1c(C#N)c(N)nc2c1CCC2	3.9	-8.3	2.5	0.3	-2.3	-3.2	9.7	-13.8	-2.9
O=C(NCC(c1ccco1)N1CCCC1)c1ccc(Cl)c(S(=O)(=O)N2CCc3ccccc32)c1 (stereo unspecified)	nt	-8.4	-0.6	3.3	nt	86.7*	nt	nt	nt
CCN1C(=O)C2(C(C(=O)c3ccc(C)o3)=C(O)C(=O)N2CCCN(C)C)c2ccccc21 (stereo unspecified)	-4.9	-13.3	1.6	nt	-0.3	-0.4	-11.0	-4.5	0.6
CCOCCOC(=O)C(C)Sc1n[nH]c(=O)[nH]c1=O (stereo unspecified)	-0.1	-0.3	-5.0	0.9	1.3	-2.5	3.2	3.0	-2.9
CCn1c(CSc2nc3ccccc3s2)nnc1SCC(=O)c1ccc2c(c1)OCCO2	1.6	2.1	12.0	-11.0	-1.2	-5.0	nt	nt	-3.1
Cc1nn(CC(=O)Nc2nnc(CC(=O)N3CCCC3)s2)c(=O)c2ccccc12	-0.6	-5.6	-1.6	1.9	-1.9	-1.7	10.9	-7.9	-1.8
CC(=O)Nc1ccccc1-c1nc2ccc(C(=O)N3CCN(c4cccc(C)c4)C(C)C3)cc2[nH]c1=O (stereo unspecified)	12.5	-50.7	2.9	-5.2	-1.7	0.3	-10.7	-0.7	-4.1
O=C1c2nccnc2C(=O)N1c1ccc(F)cc1	3.4	8.4	-0.7	2.1	-3.7	1.7	2.2	-2.3	-2.8
COc1ccc(CNC(=O)C2CC(c3ccc(C(F)(F)F)cc3)=NO2)cc1 (stereo unspecified)	nt	22.4	-0.5	-1.5	nt	-6.7	9.0	-1.6	nt
CC12COC3(C(=O)Nc4nccs4)CC1CCC32C (stereo unspecified)	0.6	6.9	2.4	4.1	-2.9	-4.6	17.3	-5.5	-1.8
COC(=O)c1ccc(OC(=O)CCc2cc(OC)c(OC)c(OC)c2)cc1	9.2	2.4	3.7	3.9	-0.7	-4.7	-8.6	19.5	-1.7
CCCNC(=O)C1CN(S(=O)(=O)c2ccc(C)cc2)c2ccccc2O1 (stereo unspecified)	1.0	3.6	-4.0	-1.6	-2.9	-10.3	3.6	-9.8	-1.9
COc1cccc(CN(C)C(=O)Nc2cccc(C(F)(F)F)c2)c1OC	7.2	-12.7	4.2	3.5	-1.1	2.0	-17.5	-19.5	1.1
CC1CCCC(NC(=O)c2ccc3c(c2)NC(=O)CS3)C1C (stereo unspecified)	-4.6	3.9	2.5	1.9	-1.1	-6.8	nt	-17.6	-2.2
O=C1C=C(NC(=O)Nc2ccc(Cl)c(Cl)c2)CCC1	13.4	-4.2	-4.0	3.0	-1.4	-3.5	10.3	-2.6	-5.3
Cc1ccc(-c2nn(CC(=O)NCCN3CCOCC3)c(=O)c3ccccc23)cc1	-8.2	-8.5	5.9	2.0	-3.0	6.1	2.1	-5.4	-2.2

Full records from above. Values in the order: NS3 helicase inh	CRFBP-R2 block	IDE inh	IDE cell activ	VIM-2 inhibitor	GalR3 antag	SUMO HTRF inh	pCIP destab	IMP-1 inh
`Cc1ccc(-c2nn(CC(=O)NCCN3CCOCC3)c(=O)c3ccccc23)cc1` is listed as -8.2	-8.5	5.9	2.0	-3.0	6.1	2.1	-5.4	-2.2
`CCCNC(=O)C1CN(S(=O)(=O)c2ccc(C)cc2)c2ccccc2O1` (stereo unspecified) is listed as 1.0	3.6	-4.0	-1.6	-2.9	-10.3	3.6	-9.8	-1.9

Continuation.
Molecule	NS3 helicase inh	CRFBP-R2 block	IDE inh	IDE cell activ	VIM-2 inhibitor	GalR3 antag	SUMO HTRF inh	pCIP destab	IMP-1 inh
O=C(N/N=C\c1ccc(Sc2ccccn2)o1)c1cccc(Br)c1	-6.3	-3.6	-1.0	-5.8	-2.7	2.5	-5.5	-4.0	-1.5
NC(N)=N/N=C/c1ccccc1OC(F)F	7.6	-1.4	8.0	-1.2	-3.2	0.9	5.3	-3.7	-2.5
CCOc1ncccc1C(=O)OCC(=O)Nc1cc(C(C)(C)C)ccc1OC	nt	5.6	3.7	1.6	nt	-6.8	nt	nt	nt
COc1ccc(C(CNc2ccc(S(C)(=O)=O)cc2[N+](=O)[O-])N(C)C)cc1OC (stereo unspecified)	2.3	-0.5	2.8	3.4	-1.9	-8.0	2.3	-2.2	-3.8
Cc1cccc(C)c1NC(=O)Cn1c(=O)c2cccn2c2ccccc21	12.9	2.3	-9.7	7.5	-2.5	-6.7	16.2	-3.5	-0.8
Cc1ccccc1CC(=O)NC1CCN(C)CC1	1.7	8.2	nt	0.7	-1.5	-8.2	7.2	-1.7	-0.6
COc1cc2c(cc1OC)[C@H](C)N(C(=O)COc1ccccc1)CC2	7.9	2.3	7.6	-1.8	-3.4	-4.4	-5.5	-3.1	-3.1
CC(=O)C1=C(O)C(=O)N(c2cccc(Br)c2)C1c1ccccc1Cl (stereo unspecified)	32.4	20.6	0.0	3.0	-0.8	-9.8	0.0	-2.9	-0.3
CCC1=C/C(=C/c2sc3ccccc3[n+]2CC)CC(C)(C)C1	0.3	-19.4	1.2	nt	-2.4	4.6	0.1	4.0	-0.3
COCCN(C(=O)/C=C/c1ccccc1)c1c(N)n(Cc2ccccc2)c(=O)[nH]c1=O	-4.4	-15.8	8.7	-1.4	-1.8	-0.3	14.8	-1.5	-2.2
CC(C)NC(=O)NC(=O)COC(=O)Cc1c(F)cccc1Cl	-3.8	-0.7	-2.8	3.8	0.9	25.1*	-11.3	-2.0	-2.4
CCn1nc(C)c(Br)c1C(=O)Sc1ccccc1Cl	3.5	-3.4	4.5	-3.9	-2.3	-4.7	9.0	-4.4	-2.2
CSC1CCCCC1(O)CSc1nc2c(cc1C#N)CCCC2 (stereo unspecified)	-1.9	-23.7	1.2	-5.8	-0.6	-7.4	10.2	-3.6	-2.1
C=CCn1c(NCc2cc(Cl)ccc2O)nc2ccccc21	-9.2	7.4	-2.6	2.8	-2.2	-7.2	-12.4	6.7	-1.9
O=C(Nc1ccc(-n2cnnn2)cc1)C1CCCCC1	3.3	-8.8	1.3	4.6	-5.0	-0.3	0.1	-3.6	-4.2
O=C1c2cccnc2C(=O)N1Cc1ccc(S(=O)(=O)N2CCN(c3ccccc3)CC2)cc1	7.0	-13.5	-3.3	4.7	1.6	-10.9	23.1	-0.6	0.1
CCOc1ccc(-c2noc(CCC(=O)NC3CCCCC3)n2)cc1OC	-3.4	9.6	-3.6	6.2	-2.3	-4.7	12.0	-9.2	-2.1
Cc1ccc(-c2nnc(NC(=O)CCS(=O)(=O)c3ccc(F)cc3)o2)c(C)c1	nt	21.5	-1.1	-1.1	nt	0.9	nt	nt	nt
O=c1[nH]c(=S)[nH]c(O)c1N=Nc1ccc(-c2ccccc2)cc1[N+](=O)[O-]	6.9	nt	nt	nt	-3.9	nt	nt	-4.8	-3.0
Cn1c(SCC(=O)Nc2ccc3c(c2)CCC3)nnc1C1CC1	nt	-0.2	4.8	-6.0	nt	0.4	nt	nt	nt
Cc1ccc(NC(=O)CN2CCC(NC(=O)c3cccc(F)c3)CC2)cc1C	-20.8	2.4	nt	-0.3	-1.1	-0.3	16.9	2.4	-4.6
